Screening results deposited in PubChem by Broad Institute.
T cruzi HTS = blocks T. cruzi growth inside host cells. intracellular Trypanosoma cruzi in host cells, plate reader. activity score (inhibition), % at 5.01 µM. 22,000 compounds, 4.9% hits; in the data active means activity score above about 55%;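 further: parasites and compound incubated about four days before reading; 0% = median of neutral control wells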
INS-1E rescue = rescue of cytokine-induced death in INS-1E beta cells | AID 488910 | 20,000 compounds, 0.1% hits | protection from cytokine-induced ATP loss, % at 10 µM | INS-1E cytokine-induced death, ATP luminescence, 48 h; normalised: neutral wells 0, positive control 100;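 active means mean replicate protection from cytokine-induced ATP loss at least 50% and at least 75% of replicates each reaching 50%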
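Material: INS-1E rat cells; Quantity: 8000 cells/well; Buffer or medium: phenol-red-free RPMI with 5% fetal bovine serum; Probe or stimulus: cytokine cocktail of IFN-γ, TNF-α and IL-1β; Compound dosing: single test concentration per compound, delivered by pin transfer; Incubation: 48 h co-treatment, 10 min post-lysis read; Signal: CellTiter-Glo luminescence.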
Active calls of the source: *; x = no result given.

SMILES	T cruzi HTS	INS-1E rescue
COc1ccc(NC(=O)Nc2cccc3c2O[C@@H](CN(C)Cc2ccc(C(F)(F)F)cc2)[C@@H](C)CN([C@@H](C)CO)C3=O)cc1	-14	-6
C[C@H](CO)N1C[C@H](C)[C@H](CN(C)C(=O)Nc2ccc(C(F)(F)F)cc2)Oc2ccc(NC(=O)Nc3ccc4c(c3)OCO4)cc2C1=O	-17	-1
CNC[C@@H]1Oc2ccc(NS(=O)(=O)c3c(C)noc3C)cc2CC(=O)N([C@H](C)CO)C[C@@H]1C	-56	18
C[C@@H]1CN([C@@H](C)CO)C(=O)c2cc(NC(=O)C3CCCCC3)ccc2O[C@@H]1CN(C)CC1CCCCC1	-2	-5
C[C@@H]1CN([C@@H](C)CO)C(=O)Cc2cc(NC(=O)C3CCCCC3)ccc2O[C@@H]1CN(C)C(=O)Nc1ccccc1	-18	-3
C[C@@H]1CCCCO[C@H](CN(C)Cc2ccc(C(F)(F)F)cc2)[C@@H](C)CN([C@H](C)CO)C(=O)c2cc(NC(=O)Nc3ccc(F)cc3)ccc2O1	71*	7
COc1ccc(S(=O)(=O)Nc2cccc3c2O[C@@H](CN(C)C(=O)Nc2c(C)noc2C)[C@H](C)CN([C@H](C)CO)C3=O)cc1	-37	7
Cc1noc(C)c1NC(=O)Nc1cccc2c1O[C@@H](CN(C)C(=O)NC(C)C)[C@H](C)CN([C@H](C)CO)C2=O	-19	7
C[C@@H]1CN([C@H](C)CO)C(=O)c2cc(NC(=O)CCN3CCOCC3)ccc2O[C@H]1CN(C)Cc1ccc(C(=O)O)cc1	-25	3
C[C@@H]1CN([C@H](C)CO)C(=O)c2cc(NC(=O)Nc3cccc4ccccc34)ccc2O[C@H]1CN(C)C(=O)Nc1ccc2c(c1)OCO2	-8	0
C[C@@H]1CN([C@H](C)CO)C(=O)c2cc(NC(=O)Nc3ccc(C(F)(F)F)cc3)ccc2O[C@@H]1CN(C)C(=O)Nc1ccc2c(c1)OCO2	2	-4
C[C@@H]1CN([C@H](C)CO)C(=O)Cc2cc(NS(=O)(=O)c3ccccc3)ccc2O[C@H]1CN(C)C	-8	-9
C[C@@H]1CN([C@@H](C)CO)C(=O)c2cccc(NS(C)(=O)=O)c2O[C@H]1CN(C)C(=O)Nc1ccc2c(c1)OCO2	-27	7
Cc1noc(C)c1S(=O)(=O)Nc1ccc2c(c1)C(=O)N([C@H](C)CO)C[C@@H](C)[C@H](CN(C)CC1CCCCC1)O2	0	x
Cc1ccc(S(=O)(=O)N(C)C[C@H]2Oc3c(NC(=O)c4cc(C)nn4C)cccc3C(=O)N([C@@H](C)CO)C[C@H]2C)cc1	12	4
COC(=O)CCCCCCC(=O)N/N=C/c1ccc(N(C)C)cc1	1	5
CNC[C@@H]1Oc2c(NC(=O)Nc3ccc(OC)cc3)cccc2C(=O)N([C@H](C)CO)C[C@@H]1C	-11	8
C[C@H](CO)N1C[C@H](C)[C@@H](CN(C)Cc2ccc3c(c2)OCO3)Oc2c(NC(=O)C3CCCCC3)cccc2C1=O	24	-7
Cc1noc(C)c1NC(=O)N(C)C[C@@H]1Oc2ncc(C#Cc3cccc(F)c3)cc2C(=O)N([C@H](C)CO)C[C@@H]1C	10	2
Cc1noc(C)c1NC(=O)Nc1ccc2c(c1)C(=O)N([C@@H](C)CO)C[C@@H](C)[C@@H](CN(C)C)O2	-11	x
C[C@H](CO)N1C[C@H](C)[C@H](CN(C)Cc2ccccc2)Oc2ccc(NC(=O)Nc3ccc4c(c3)OCO4)cc2CC1=O	8	2
C[C@@H]1CN([C@@H](C)CO)C(=O)CCCn2nncc2CO[C@H]1CN(C)Cc1ccc2c(c1)OCCO2	4	1
C[C@@H]1CCCCO[C@@H](CN(C)Cc2ccc3c(c2)OCO3)[C@@H](C)CN([C@H](C)CO)C(=O)c2cc(NS(=O)(=O)c3ccc(Cl)cc3)ccc2O1	36	-19
C[C@@H]1CCCCO[C@H](CN(C)S(=O)(=O)c2ccc(Cl)cc2)[C@@H](C)CN([C@H](C)CO)C(=O)c2cc(NS(=O)(=O)c3ccc(Cl)cc3)ccc2O1	28	-6
Cc1noc(C)c1NC(=O)Nc1cccc2c1O[C@@H](CN(C)C)[C@H](C)CN([C@H](C)CO)C2=O	4	-2
Other compounds.
SMILES	T cruzi HTS	INS-1E rescue
CC(C)NC(=O)Nc1ccc2c(c1)CC(=O)N([C@H](C)CO)C[C@@H](C)[C@@H](CN(C)S(C)(=O)=O)O2	-10	1
CNC[C@H]1OCCCC[C@@H](C)Oc2ccc(NC(=O)NC(C)C)cc2C(=O)N([C@H](C)CO)C[C@@H]1C	-8	-4
C[C@@H]1CN([C@H](C)CO)C(=O)c2cccc(NC(=O)C3CC3)c2O[C@@H]1CN(C)S(=O)(=O)c1cn(C)cn1	-13	4
COc1ccc(NC(=O)N(C)C[C@@H]2OCCCC[C@@H](C)Oc3ccc(N(C)C)cc3C(=O)N([C@H](C)CO)C[C@@H]2C)cc1	-10	3
C[C@H]1CN([C@@H](C)CO)C(=O)c2cc(NC(=O)C3CC3)ccc2O[C@H]1CN(C)C(=O)Nc1cccc2ccccc12	-20	-4
C[C@@H]1CN([C@@H](C)CO)C(=O)c2cccc(NS(=O)(=O)c3ccc(Cl)cc3)c2O[C@H]1CN(C)S(=O)(=O)c1ccccc1	3	7
Cc1ccc(S(=O)(=O)Nc2ccc3c(c2)C(=O)N([C@H](C)CO)C[C@H](C)[C@@H](CN(C)S(=O)(=O)c2cccs2)O3)cc1	29	1
C[C@@H]1CN([C@@H](C)CO)C(=O)CCCn2nncc2CO[C@H]1CN(C)S(=O)(=O)c1ccc2ccccc2c1	6	x
Cc1noc(C)c1NC(=O)N(C)C[C@H]1Oc2ccc(NC(=O)Nc3ccccc3)cc2C(=O)N([C@@H](C)CO)C[C@H]1C	-30	5
COc1ccc(CN(C)C[C@@H]2Oc3c(NS(=O)(=O)c4ccc(C)cc4)cccc3C(=O)N([C@H](C)CO)C[C@H]2C)cc1	4	1
C[C@@H]1CN([C@H](C)CO)C(=O)Cc2cc(NC(=O)c3ccncc3)ccc2O[C@H]1CN(C)Cc1ccc(Oc2ccccc2)cc1	51	5
C[C@H]1CN([C@@H](C)CO)C(=O)c2cccc(NC(=O)c3ccc(-c4nccs4)cc3)c2O[C@@H]1CN(C)Cc1ccc(Oc2ccccc2)cc1	31	5
C[C@@H]1CN([C@H](C)CO)C(=O)c2cc(N(C)C)ccc2O[C@H]1CN(C)S(C)(=O)=O	-18	5
Cc1ccc(S(=O)(=O)N(C)C[C@@H]2Oc3c(NC(=O)NC4CCCCC4)cccc3C(=O)N([C@@H](C)CO)C[C@@H]2C)cc1	-59	-2
Cc1ccc(S(=O)(=O)N(C)C[C@H]2Oc3ccc(NC(=O)Nc4ccc5c(c4)OCO5)cc3C(=O)N([C@H](C)CO)C[C@@H]2C)cc1	24	12
C[C@@H]1CN([C@@H](C)CO)C(=O)c2cccc(NS(=O)(=O)c3cccs3)c2O[C@@H]1CN(C)Cc1ccc(Cl)c(Cl)c1	25	-5
C[C@@H]1CCCCO[C@@H](CN(C)C(=O)c2ccccc2)[C@@H](C)CN([C@H](C)CO)C(=O)c2cc(NS(=O)(=O)c3ccc(F)cc3)ccc2O1	3	7
C[C@@H]1CN([C@@H](C)CO)C(=O)Cc2cc(NS(=O)(=O)c3ccc(Cl)cc3)ccc2O[C@@H]1CN(C)Cc1ccc(Oc2ccccc2)cc1	26	-6
C[C@H]1CN([C@@H](C)CO)C(=O)Cc2cc(NC(=O)Nc3ccc(F)cc3)ccc2O[C@H]1CN(C)S(=O)(=O)c1ccccc1	11	-1
O=C(CCCCCCC(=O)Nc1ccccc1O)N/N=C/c1ccc(S(=O)(=O)O)o1	-6	4
C[C@H](CO)N1C[C@H](C)[C@@H](CN(C)CC2CC2)Oc2ccc(NS(=O)(=O)c3ccc(Cl)cc3)cc2C1=O	-23	7
Cc1ccc(S(=O)(=O)Nc2ccc3c(c2)CC(=O)N([C@@H](C)CO)C[C@@H](C)[C@@H](CN(C)Cc2ccc(C(F)(F)F)cc2)O3)cc1	64*	-31
C[C@H](CO)N1C[C@H](C)[C@H](CN(C)C(=O)Nc2ccc(F)cc2)Oc2ncc(-c3ccccc3)cc2C1=O	-22	x
CNC[C@H]1Oc2c(NC(=O)C3CCCCC3)cccc2C(=O)N([C@H](C)CO)C[C@H]1C	-21	8
C[C@H](CO)N1C[C@H](C)[C@H](CN(C)Cc2ccncc2)Oc2ccc(NS(=O)(=O)c3ccc(Cl)cc3)cc2CC1=O	4	7
The results go on.
SMILES	T cruzi HTS	INS-1E rescue
C[C@@H]1CN([C@H](C)CO)C(=O)c2cccc(NC(=O)Nc3ccc4c(c3)OCO4)c2O[C@H]1CN(C)C(=O)Nc1cccc2ccccc12	0	10
C[C@H](CO)N1C[C@H](C)[C@H](CN(C)C(=O)Nc2ccccc2)Oc2ccc(NS(=O)(=O)c3cccs3)cc2CC1=O	-16	5
COc1ccc(NC(=O)N(C)C[C@@H]2Oc3ccc(NC(=O)CCC(F)(F)F)cc3C(=O)N([C@H](C)CO)C[C@@H]2C)cc1	0	3
Cc1noc(C)c1NC(=O)Nc1ccc2c(c1)C(=O)N([C@H](C)CO)C[C@H](C)[C@H](CN(C)C(=O)Nc1ccc(F)cc1)OCCCC[C@@H](C)O2	-13	9
C[C@H]1CN([C@@H](C)CO)C(=O)c2cccc(NC(=O)c3ccncc3)c2O[C@@H]1CN(C)Cc1ccc(Cl)c(Cl)c1	77*	-10
COc1ccc(S(=O)(=O)N(C)C[C@@H]2Oc3ccc(NC(=O)Nc4ccc(F)cc4)cc3C(=O)N([C@H](C)CO)C[C@@H]2C)cc1	-8	-7
COc1ccc(NC(=O)Nc2ccc3c(c2)C(=O)N([C@H](C)CO)C[C@@H](C)[C@H](CN(C)S(C)(=O)=O)O3)cc1	-2	2
COc1ccc(S(=O)(=O)Nc2ccc3c(c2)C(=O)N([C@H](C)CO)C[C@H](C)[C@@H](CN(C)C(=O)NC(C)C)O3)cc1	1	8
COc1ccc(S(=O)(=O)Nc2cccc3c2O[C@@H](CN(C)Cc2ccc(-c4ccccc4)cc2)[C@H](C)CN([C@H](C)CO)C3=O)cc1	38	-18
C[C@H](CO)N1C[C@H](C)[C@H](CN(C)Cc2ccc(C(=O)O)cc2)Oc2c(NS(=O)(=O)c3ccc(F)cc3)cccc2C1=O	1	5
C[C@@H]1CN([C@@H](C)CO)C(=O)c2cccc(NC(=O)C3CCOCC3)c2O[C@H]1CN(C)Cc1ccc(C(F)(F)F)cc1	22	-5
C[C@H]1CN([C@@H](C)CO)C(=O)c2cccc(NC(=O)C3CCCCC3)c2O[C@@H]1CN(C)C(=O)Nc1ccc(F)cc1	-45	10
C[C@@H]1CCCCO[C@H](CN(C)C(=O)Nc2ccc3c(c2)OCO3)[C@@H](C)CN([C@H](C)CO)C(=O)c2cc(NC(=O)Nc3ccc(F)cc3)ccc2O1	21	-8
C[C@H](CO)N1C[C@H](C)[C@H](CN(C)C(=O)Nc2ccc(F)cc2)Oc2c(NS(C)(=O)=O)cccc2C1=O	-21	8
Cc1ccc(S(=O)(=O)Nc2ccc3c(c2)C(=O)N([C@@H](C)CO)C[C@H](C)[C@@H](CN(C)S(=O)(=O)c2ccc(Cl)cc2)O3)cc1	7	8
C[C@H]1CN([C@@H](C)CO)C(=O)c2cc(NC(=O)C3CC3)ccc2O[C@@H]1CN(C)Cc1ccc(C(=O)Nc2ccccc2N)cc1	8	-3
C[C@@H]1CCCCO[C@@H](CN(C)Cc2ccc(C(F)(F)F)cc2)[C@@H](C)CN([C@H](C)CO)C(=O)c2cc(NC(=O)CCCCCC(=O)Nc3ccccc3N)ccc2O1	43	14
CNC[C@@H]1Oc2c(NS(=O)(=O)c3cn(C)cn3)cccc2C(=O)N([C@H](C)CO)C[C@H]1C	-10	-5

Structures listed so far that contain a Cl atom, in the order listed:
SMILES	T cruzi HTS	INS-1E rescue
C[C@@H]1CCCCO[C@@H](CN(C)Cc2ccc3c(c2)OCO3)[C@@H](C)CN([C@H](C)CO)C(=O)c2cc(NS(=O)(=O)c3ccc(Cl)cc3)ccc2O1	36	-19
C[C@@H]1CCCCO[C@H](CN(C)S(=O)(=O)c2ccc(Cl)cc2)[C@@H](C)CN([C@H](C)CO)C(=O)c2cc(NS(=O)(=O)c3ccc(Cl)cc3)ccc2O1	28	-6
C[C@@H]1CN([C@@H](C)CO)C(=O)c2cccc(NS(=O)(=O)c3ccc(Cl)cc3)c2O[C@H]1CN(C)S(=O)(=O)c1ccccc1	3	7
C[C@@H]1CN([C@@H](C)CO)C(=O)c2cccc(NS(=O)(=O)c3cccs3)c2O[C@@H]1CN(C)Cc1ccc(Cl)c(Cl)c1	25	-5
C[C@@H]1CN([C@@H](C)CO)C(=O)Cc2cc(NS(=O)(=O)c3ccc(Cl)cc3)ccc2O[C@@H]1CN(C)Cc1ccc(Oc2ccccc2)cc1	26	-6
C[C@H](CO)N1C[C@H](C)[C@@H](CN(C)CC2CC2)Oc2ccc(NS(=O)(=O)c3ccc(Cl)cc3)cc2C1=O	-23	7
C[C@H](CO)N1C[C@H](C)[C@H](CN(C)Cc2ccncc2)Oc2ccc(NS(=O)(=O)c3ccc(Cl)cc3)cc2CC1=O	4	7
C[C@H]1CN([C@@H](C)CO)C(=O)c2cccc(NC(=O)c3ccncc3)c2O[C@@H]1CN(C)Cc1ccc(Cl)c(Cl)c1	77*	-10
Cc1ccc(S(=O)(=O)Nc2ccc3c(c2)C(=O)N([C@@H](C)CO)C[C@H](C)[C@@H](CN(C)S(=O)(=O)c2ccc(Cl)cc2)O3)cc1	7	8
